High-throughput results deposited in PubChem BioAssay by Icahn School of Medicine at Mount Sinai.
RBX1-CUL1 inh – inhibitors of human ROC1-CUL1 ubiquitin ligase activity; in vitro K48 di-Ub FRET, acceptor:donor ratio, 45 min; inhibition, % at 10 µM; actives 0.6% (n = 140,000); in the data active = inhibition above about 25%
Target sequence (P62877 whole entry, looked up): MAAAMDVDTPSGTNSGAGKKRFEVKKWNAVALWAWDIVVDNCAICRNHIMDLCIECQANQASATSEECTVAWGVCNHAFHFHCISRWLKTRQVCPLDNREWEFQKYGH
Target sequence (Q13616 whole entry, looked up): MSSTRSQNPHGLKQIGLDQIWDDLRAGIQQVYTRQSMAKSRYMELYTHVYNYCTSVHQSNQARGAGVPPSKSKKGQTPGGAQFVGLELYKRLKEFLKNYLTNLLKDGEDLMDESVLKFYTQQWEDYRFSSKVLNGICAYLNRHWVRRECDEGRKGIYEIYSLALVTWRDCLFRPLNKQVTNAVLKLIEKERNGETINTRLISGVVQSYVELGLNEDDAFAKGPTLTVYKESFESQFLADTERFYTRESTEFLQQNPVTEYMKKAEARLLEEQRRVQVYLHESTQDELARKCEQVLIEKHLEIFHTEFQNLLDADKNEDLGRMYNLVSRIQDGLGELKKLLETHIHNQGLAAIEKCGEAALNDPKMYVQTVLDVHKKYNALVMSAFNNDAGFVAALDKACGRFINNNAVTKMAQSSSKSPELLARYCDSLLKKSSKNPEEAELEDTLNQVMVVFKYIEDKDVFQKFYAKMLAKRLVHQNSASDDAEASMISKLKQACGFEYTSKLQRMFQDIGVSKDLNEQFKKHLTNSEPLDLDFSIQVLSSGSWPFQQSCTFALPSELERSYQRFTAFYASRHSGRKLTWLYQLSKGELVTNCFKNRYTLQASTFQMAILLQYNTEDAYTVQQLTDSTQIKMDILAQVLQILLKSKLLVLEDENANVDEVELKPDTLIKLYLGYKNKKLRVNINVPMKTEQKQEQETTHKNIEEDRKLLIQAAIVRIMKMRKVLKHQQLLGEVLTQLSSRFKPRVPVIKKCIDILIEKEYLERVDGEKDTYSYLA
Numbers without * were called inactive.

SMILES	RBX1-CUL1 inh
CC(C)NC(=O)C(c1ccccc1)N1Cc2ccccc2C1=O (stereo unspecified)	-1
COc1ccc2c(c1)c(=O)c(C(=O)O)c(-c1ccc3c(c1)OCO3)n2C	-6
COc1ccc(OC)c(C2C(C(=O)OC(C)C)=C(C)N=c3s/c(=C\c4ccccc4)c(=O)n32)c1 (stereo unspecified)	2
COc1ccccc1/C=C/CN1CCNC(=O)C1CC(=O)N1CCCCC1 (stereo unspecified)	2
Oc1ccc(Br)cc1-c1ccnn1-c1ccccc1	5
COc1ccc(CC2(CCC(=O)N3CCN(c4cccc(C)c4C)CC3)CCC(=O)N2)c(F)c1 (stereo unspecified)	3
O=C1NC(=S)N(c2ccccc2)C(=O)/C1=C\c1ccc(-c2ccc(F)cc2)o1	2
COC(=O)C(C)C1Sc2ccccc2NC1=S (stereo unspecified)	-8
Cc1c(Cl)cccc1-n1nnc(-c2nc(-c3ccc4c(c3)OCO4)no2)c1C	-7
COc1ccc(-c2cc(C(F)F)n3ncc(C(=O)N4CCN(c5cc(Cl)ccc5C)CC4)c3n2)cc1	0
CC(C)c1ccc(NC(=O)c2ccccc2[N+](=O)[O-])cc1	4
CCN(CC)CCNC(=O)c1cn(CC)c2ccc(S(=O)(=O)N(C)C3CCCCC3)cc2c1=O	-1
COc1ccc(-n2nc(C(C)=O)c(C#N)c2-c2ccco2)cc1	-1
Cc1sc(C(O)c2sc(C)c(C)c2I)c(I)c1C	-12
O=C(Cc1ccc(F)cc1)N/N=C/c1ccc2c(c1)OCO2	0
CC1Cc2cc(C(=O)N3CCC(c4cc(=O)[nH]cn4)CC3)ccc2O1 (stereo unspecified)	7
O=C(NCCCc1ccccc1)C1CCCN(C2CCN(C(=O)C3CC3)CC2)C1 (stereo unspecified)	2
COc1ccc(CNC(=O)C(CC(C)C)N2Cc3ccccc3C2=O)cc1 (stereo unspecified)	-2
CCc1sc(N(C(=O)Cc2ccccc2)c2cccc(Br)c2)nc1-c1ccc(C)cc1	0
O=C(NCc1cccnc1)c1ccc(OC(F)F)cc1	-3
Cc1nnc(NC(=O)C(=O)c2cc(C)n(-c3ccc(C)c(C)c3)c2C)s1	-2
CCOc1cccc(NC(=O)c2sc3nc(-c4cccc(OC)c4)ccc3c2N)c1	4
COc1ccc(C2Nc3ccccc3N=C3CNC(=O)C32)cc1OC (stereo unspecified)	1
COCC1=Nc2nnc(-c3ccc(C)cc3)n2C(=O)C1	5
COc1cccc(CNC(=O)c2sc3nc(C)cc(C)c3c2-n2cccc2)c1OC	4

4 of the entries above in order of their number in RBX1-CUL1 inh, smallest number first:
SMILES	RBX1-CUL1 inh
Cc1nnc(NC(=O)C(=O)c2cc(C)n(-c3ccc(C)c(C)c3)c2C)s1	-2
O=C1NC(=S)N(c2ccccc2)C(=O)/C1=C\c1ccc(-c2ccc(F)cc2)o1	2
COc1ccc(CC2(CCC(=O)N3CCN(c4cccc(C)c4C)CC3)CCC(=O)N2)c(F)c1 (stereo unspecified)	3
CC(C)c1ccc(NC(=O)c2ccccc2[N+](=O)[O-])cc1	4

(further entries)
SMILES	RBX1-CUL1 inh
Cc1cccc(N2CCN(c3ccc(C(=O)O)cc3NC(=O)c3cccc(Cl)c3)CC2C)c1 (stereo unspecified)	2
Cc1ccc(Cl)cc1N1CCN(C(=O)CCCOc2ccccc2)CC1	9
CCC(CO)NC(=O)Nc1ccc2ccccc2c1 (stereo unspecified)	-7
CC(C)(C)c1csc(SCC(N)=O)n1	6
O=C(OCc1ccccc1)c1ccc(-c2nnn(Cc3ccccc3F)n2)cc1	-3
CCN1CCCC1CNCc1cccc(Cl)c1 (stereo unspecified)	5
Cc1ccc(N=C2C(=O)N(c3ccc(C)cc3)C(c3ccc(F)cc3)C2CC(=O)O)cc1 (stereo unspecified)	7
CC(NC(=O)C1CCN(C(=O)c2ccccc2F)CC1)c1ccccc1 (stereo unspecified)	6
CCOC(=O)C(C)/C(C)=N\NC(=O)COc1ccc2ccccc2c1Br (stereo unspecified)	4
CCOC(=O)c1ccc(N2NC(=O)/C(=C/c3cccc(OC(=O)c4cccs4)c3)C2=O)cc1	67*
COc1ccc(NC(=O)C2CC2c2ccc(Cl)cc2)c(C)c1 (stereo unspecified)	0
Cc1ccc(CNC(=O)CSc2nc3c(sc4ccccc43)c(=O)n2CCCC(=O)NCCO)cc1	2
CC1(C)CC(=O)c2c(nc(N3CCN(CCO)CC3)nc2Nc2ccccc2)C1	18
COc1cc(C=Nc2cccc([N+](=O)[O-])c2)ccc1Oc1ccc([N+](=O)[O-])cc1[N+](=O)[O-]	-1
CCOC(=O)c1ccc(NC(=O)CSc2ncnc3sc4c(c23)CCC4)cc1	4
COCCCn1c(CN(C)Cc2cc(C)[nH]n2)cnc1S(=O)(=O)C1CCCC1	10
CC(C)C(=O)Nc1ccc(NC(=O)CN2CCCCC2)cc1	0
COc1ccc(Br)cc1/C=N/NC(=O)CSc1nnc(Cn2nnc3ccccc32)n1-c1ccc(Cl)cc1Cl	-7
C#CCSc1nc(-c2ccccc2)cc(-c2ccccc2)c1C#N	0
Cc1cc(F)ccc1NC(=O)C1CCCN(c2nnc(-n3c(C)ccc3C)s2)C1 (stereo unspecified)	-10
CSCCC(=O)NC1CCCN(c2ncccn2)C1 (stereo unspecified)	3
CCC(CC)C(=O)Nc1nnc(SCC2=Nc3ccccc3C(=O)C2)s1	13
Clc1ccccc1-c1nnc2sc(-c3ccc4c(c3)OCCO4)nn12	-2
OC(c1ccncc1)(c1ccc(Cl)cc1)c1ccn[nH]1 (stereo unspecified)	1
O=C(NC1CCCC1)c1cnc2sc3c(n2c1=O)CCCC3	9

Reformatted with each value named: 4 of the compounds above
SMILES: Clc1ccccc1-c1nnc2sc(-c3ccc4c(c3)OCCO4)nn12
  RBX1-CUL1 inh = -2
SMILES: COc1ccc2c(c1)c(=O)c(C(=O)O)c(-c1ccc3c(c1)OCO3)n2C
  RBX1-CUL1 inh = -6
SMILES: Oc1ccc(Br)cc1-c1ccnn1-c1ccccc1
  RBX1-CUL1 inh = 5
SMILES: COc1cccc(CNC(=O)c2sc3nc(C)cc(C)c3c2-n2cccc2)c1OC
  RBX1-CUL1 inh = 4

(more compounds)
SMILES	RBX1-CUL1 inh
Cc1ccc(Cl)cc1N1CCN(S(C)(=O)=O)CC1	3
COc1cccc(C(=O)Nc2ccc(NC(=O)c3ccc(C(C)(C)C)cc3)cc2)c1	-4
COc1ccc(C(=O)Nc2cc3c(cc2N2CCCC2)n(C)c(=O)c(=O)n3C)cc1OC	-6
Cc1ccc2c(C)c(C(=O)NCC(c3ccc(Cl)cc3)N3CCOCC3)oc2c1 (stereo unspecified)	0
Cn1c(=O)c2c(nc(SCC(=O)Nc3ccc(OC(F)(F)F)cc3)n2Cc2cccc(C(F)(F)F)c2)n(C)c1=O	-4
O=C(Nc1cc(Cl)c(Cl)cc1Cl)c1ccc([N+](=O)[O-])o1	-4
C[C@@H]1CN(C(=O)CCc2nnc(Cc3c[nH]c4ccccc34)o2)C[C@H](C)O1	-1
C=C(C)Cc1c(COC)nc(N)[nH]c1=O	7
CCc1ccccc1NC(=O)N1CCN(Cc2ccc(C)cc2)CC1	-8
CCOc1cccc(C(=O)Nc2ccc(Cl)cn2)c1	-4
CCOC(=O)C1C(=O)CC(=O)C(C(=O)OCC)C1c1ccc(OC)cc1 (stereo unspecified)	-2
Cn1c(=O)sc2cc(N)ccc21	9
Cc1ccc(-n2c(-c3cccnc3)n[nH]c2=S)c(C)c1	7
COc1ccc(C(=O)Nc2cccc(C(=O)OCC(=O)c3ccc(Br)cc3)c2)cc1OC	4
O=C(OC/C=C/c1ccccc1)c1cccc(Br)c1	-2
COC(=O)c1ccccc1CSC(=NC#N)SC	11
O=C(CN1C(=O)CSc2ccc(S(=O)(=O)N3CCCC3)cc21)NCc1ccc(Cl)cc1	-2
O=C1COc2ccccc2N1CCCCN1CCN(c2ncccn2)CC1	2
CC1=NN(c2cccc(C)c2)C(=O)/C1=C\c1cc(Br)ccc1OCC(=O)Nc1ccccc1	-4
O=C(CN1C(=O)c2cccnc2Sc2ccccc21)Nc1cc(F)ccc1F	3
COc1ccccc1NC(=O)c1sc2nc3c(cc2c1N)CCCCC3	-2
CC(C)NC(=O)c1nn(C)c2c1CS(=O)(=O)c1ccccc1-2	-1
N#Cc1c(N)c(C(=O)c2ccc(Br)cc2)n2c1CCC2	8
CN(C)c1ccc(NC(=S)NC(=O)c2ccccc2)cc1	-11
CCC(=O)Nc1nnc(SCC(=O)c2ccc3c(c2)Cc2ccccc2-3)s1	7

More results follow:
SMILES	RBX1-CUL1 inh
CCc1cccc(NC(=O)CN2C(=O)CCc3cc(S(=O)(=O)N4CCOCC4)ccc32)c1	-3
CCOc1cccc2sc(N(Cc3cccnc3)C(C)=O)nc12	5
COc1ccc2nc(NC(=O)c3nc(SCc4ccc(F)cc4)ncc3Cl)sc2c1	4
O=S(=O)(Oc1ccc(N=Cc2cccc3ccccc23)cc1)c1ccc(Br)cc1	2
Cc1nc(-c2ccncc2)ncc1C(C)NCc1nc2ccccc2[nH]1 (stereo unspecified)	-5
CCn1cc(S(=O)(=O)c2cc(C)cc(C)c2)c(=O)c2cc(F)c(N3CCOCC3)cc21	-4
Cc1nnc(C)c2c(C)n(-c3ccc(N)cc3)c(C)c12	-3
CC1CCN(c2nc3c(S(=O)(=O)c4cccc(Cl)c4)nnn3c3ccsc23)CC1	11
CC(OC1CC(=O)CC2C(=O)c3ccccc3C(=O)C12)c1ccccc1 (stereo unspecified)	-1
COC(=O)C1=C(C)N(Cc2ccccc2)C2(SC(C(C)=O)=NN2c2ccc(C)cc2)S1 (stereo unspecified)	0
COc1ccc(-c2noc(-c3ccc(N4CCN(c5ccccc5OC)CC4)c([N+](=O)[O-])c3)n2)cc1	6
O=C(Nc1c(Cl)cc(Cl)cc1C(=O)Nc1cccc(C(F)(F)F)c1)c1ccco1	-7
COc1ccc(NC(=O)Cn2c(=O)oc3cc(S(=O)(=O)N4CCCCCC4)ccc32)cc1OC	6
Cc1ccc(S(=O)(=O)Oc2cccc(C3C4=C(CCCC4=O)N(C)C4=C3C(=O)CCC4)c2)cc1	3
CC(=O)N1CCc2cc(S(=O)(=O)CCC(=O)N3CCN(c4ccccc4F)CC3)ccc21	-1
Cc1ccc(N(CC(=O)NCCc2ccccc2)S(=O)(=O)N(C)C)cc1	-1
Cc1cccc(N=C2CC(=O)Oc3ccccc32)c1	-3
Cc1nc(-c2ccc(NS(C)(=O)=O)cc2)cs1	-4
COc1ccc(-c2cc(C)no2)cc1S(=O)(=O)NCc1ccc(OC(C)C)cc1	-5
CC1(C)Cc2ccccc2CNC12CCCCC2	-1
COc1ccc(S(=O)(=O)N2CCCCC2)cc1C(=O)NCc1ccccc1	5
CCCCNC(=O)[C@@H](c1ccccc1)N1Cc2ccccc2C1=O	-3
Cc1ccc(-c2onc(C)c2C)cc1S(=O)(=O)N1CCN(c2ccccc2F)CC1	3
CN(CC(O)c1ccccc1)C(=O)CC1(c2ccccc2)CC(=O)N(CCc2ccccn2)C1=O (stereo unspecified)	-12
CC(=O)c1cc(CC(=O)N2CCCC(CCC(=O)N3CCOCC3)C2)cs1 (stereo unspecified)	4

A few values from above:
RBX1-CUL1 inh, CCOc1cccc2sc(N(Cc3cccnc3)C(C)=O)nc12 → 5
RBX1-CUL1 inh, Cc1nc(-c2ccc(NS(C)(=O)=O)cc2)cs1 → -4
RBX1-CUL1 inh, Cc1ccc(N(CC(=O)NCCc2ccccc2)S(=O)(=O)N(C)C)cc1 → -1
RBX1-CUL1 inh, COc1ccc(-c2noc(-c3ccc(N4CCN(c5ccccc5OC)CC4)c([N+](=O)[O-])c3)n2)cc1 → 6
RBX1-CUL1 inh, O=S(=O)(Oc1ccc(N=Cc2cccc3ccccc23)cc1)c1ccc(Br)cc1 → 2
RBX1-CUL1 inh, CC1(C)Cc2ccccc2CNC12CCCCC2 → -1
RBX1-CUL1 inh, CC(=O)N1CCc2cc(S(=O)(=O)CCC(=O)N3CCN(c4ccccc4F)CC3)ccc21 → -1

Further entries.
SMILES	RBX1-CUL1 inh
CCC(C)CCNc1ccc(C(=O)N2CCCN(c3ncccn3)CC2)cn1 (stereo unspecified)	-7
CC(C)(C)c1ccc(C(=O)Nc2ccc(Cl)c(Cl)c2)cc1	-4
CCOc1ccc(N2C(=O)c3ccccc3NC2c2ccc(Cl)c(Cl)c2)cc1 (stereo unspecified)	0
FC(F)(F)c1ccc(Cl)c(N=c2oc3ccccc3o2)c1	-7
O=C(NCc1nc(-c2ccccc2)no1)c1ccco1	4
O=c1cc(-c2ccccc2)nc(SCc2nc(-c3ccccc3Cl)no2)[nH]1	-1
O=C(Cn1ncc(N2CCOCC2)cc1=O)NCc1cccs1	-4
Cc1cccc(C(=O)Nc2ccc(C(=O)NNC(=O)c3ccc(C(C)(C)C)cc3)cc2)c1	-3
CC1c2c([nH]c3ccccc23)CCC1C(=O)O (stereo unspecified)	11
CCc1ccc(-n2nnc(C(=O)Nc3ccccc3CC)c2C)cc1	0
O=C(Nc1ccccc1Cl)c1cccc(COc2ccc3c(c2)CCC3)c1	4
COC(=O)c1scc(Br)c1-c1c(Br)csc1CO	8
COc1ccccc1CN1CCCC(CO)(CCCc2ccccc2)C1 (stereo unspecified)	7
CC(C)c1ccc(OCCCN2CCCC2)cc1	-3
CNc1nccc(Nc2ccccc2)c1C#N	7
CC1CCCCN1C(=O)c1ccc(CNS(=O)(=O)c2cccc(C(F)(F)F)c2)cc1 (stereo unspecified)	7
CC(=O)Nc1ccc(C2Nc3cc(C)c(C)cc3N=C3CC(C)(C)CC(=O)C32)cc1 (stereo unspecified)	7
CC1=Nc2nc(-c3ccc(Cl)cc3)nn2C(c2ccc(O)cc2)C1C(=O)Nc1ccccc1 (stereo unspecified)	5
CCc1nn(CC(=O)NC2CC2)c(=O)c2cc3ccccc3n12	-9
CCN(CC)S(=O)(=O)c1cccc(C(=O)Nc2ccccc2C(=O)Nc2ccc(OC)cc2)c1	5
c1csc(C2CCCN2c2nc3nonc3nc2N2CCOCC2)n1 (stereo unspecified)	4
O=C1CN(C(=O)c2ccc3oc(-c4ccc(C(F)(F)F)cc4)nc3c2)CCN1	1

For convenience, two of the compounds above:
SMILES	RBX1-CUL1 inh
CCC(C)CCNc1ccc(C(=O)N2CCCN(c3ncccn3)CC2)cn1 (stereo unspecified)	-7
CC(C)(C)c1ccc(C(=O)Nc2ccc(Cl)c(Cl)c2)cc1	-4

This is a subset; the hit share may differ from the screen's.
